Assay outcomes from PubChem.
m5-HT2A agonist: agonists of mouse serotonin 5-HT2A receptor (HTR2A); P35363; CHO-K1 mHTR2A beta-arrestin complementation, luminescence; percent of 30 µM serotonin response; activation, % at 7.6 µM; hit rate 0.66% among 360,000;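 active = activation above a run cutoff, the mean activation of all tested compounds plus 3 SD, cut at about 14% in these data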;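 note: 0% = plate median of compound wells and 100% = 30 µM serotonin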
MC4R ag barr: agonists of human melanocortin 4 receptor (MC4R) beta-arrestin | hit rate 0.98% among 360,000 | P32245 | activation, % at 8.9 µM | U2OS MC4R beta-arrestin complementation, luminescence; percent of melanotan II response, DMSO zero;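 active = activation above a per-plate cutoff, the mean activation of sample wells on that plate plus 3 SD, cut at about 8% in these data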
Target sequence (P32245 whole entry, looked up): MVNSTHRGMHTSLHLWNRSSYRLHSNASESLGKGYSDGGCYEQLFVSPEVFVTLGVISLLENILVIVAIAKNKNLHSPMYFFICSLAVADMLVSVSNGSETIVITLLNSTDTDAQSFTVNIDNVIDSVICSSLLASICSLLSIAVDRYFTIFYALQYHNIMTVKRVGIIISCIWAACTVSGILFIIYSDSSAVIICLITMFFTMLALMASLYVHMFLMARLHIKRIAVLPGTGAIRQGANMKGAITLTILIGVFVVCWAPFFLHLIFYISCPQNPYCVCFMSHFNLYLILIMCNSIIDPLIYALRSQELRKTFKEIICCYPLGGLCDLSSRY
CaV13 ICDI inh: Primary screen for inhibitors of IQ motif and Ca2+-dependent inactivation inhibitor domain binding in CACNA1D, Förster resonance energy transfer in living cells, … | AID 743397 | hit rate 0.098% among 340,000 | HEK cells, CFP/YFP FRET ICDI-IQ, plate reader, 10 min; percent FRET-ratio fall versus neutral wells | inhibition, % at 12.3 µM;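 active = mean replicate inhibition of at least 30% and at least 1% of replicates passing that level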;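 note: 0% = median of the neutral control wells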
Vif imaging: inhibitors of HIV Vif; AID 602346; HEK293T cells, Vif self-association by quenched fluorescence, imaging, 24 h; hit rate 0.35% among 340,000; inhibition, % at 7.49 µM; in the data active = inhibition above about 50%, passing the limit was not always enough; note: some results filed as inactive read as strong as hits
N-glyco inh: blocks N-linked glycosylation in D54 reporter cells | D54 ERlucT glycosylation luciferase reporter, 24 h; percent of 100 nM tunicamycin response | reporter increase, % at 12.5 µM | hit rate 0.23% among 360,000 | AID 588692;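 active = mean luciferase reporter signal, scaled so untreated is 0 and the glycosylation-blocking control 100, at or above a set limit in every replicate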;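 note: luciferase carries N-glycosylation sites so blocking glycosylation raises the light; 0% = median of neutral control wells and 100% = median of 100 nM tunicamycin wells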
aDG glyco act: increases alpha dystroglycan glycosylation; hit rate 0.22% among 360,000; Pro5-aDG cells, alpha-DG glycosylation AlphaScreen (IIH6); 0% Pro5, 100% B10-LARGE cell signal; activation, % at 10 µM;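 active = activation of at least 8% versus controls, or a plate z-score of at least 8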;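 note: Pro5 are CHO cells carrying HIG-tagged alpha-DG that lacks glycosylation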
ABCB6 inh 2: human ABCB6 transporter inhibition; Q9NP58; K562-ABCB6 porphyrin accumulation, flow cytometry, 1 h; hits give low values; fluorescence ratio to DMSO, % at 10 µM; hit rate 0.19% among 360,000;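 active = fluorescence ratio to DMSO below 75%, the collection mean minus 3 SD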;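 note: signal is porphyrin accumulated inside mitochondria; 100% equals median channel fluorescence of DMSO control wells; lower ratio means ABCB6 inhibition with less porphyrin fluorescence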
MC4R antagonist: antagonists of human melanocortin 4 receptor (MC4R); P32245; MC4R-expressing cells, MTII-stimulated cAMP, LANCE TR-FRET; inhibition, % at 6.5 µM; hit rate 0.48% among 360,000;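 active = inhibition above its plate's cutoff, the mean of tested wells on that plate plus 3 SD, cut at about 29% in these data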;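 note: 0% = Melanotan II alone and 100% = Melanotan II plus saturating MCL0020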
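System: U2OS-MC4R stable cell line; Technique: Eu-cAMP/anti-cAMP TR-FRET, emission 671 nm; Repeats: single well per compound; Also added: Melanotan II; Dosing: one concentration, 6.5 µM nominal; Schedule: 30-min compound, 1-h challenge, 1-h detection, room temperature.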
H9c2 protect: protects H9c2 cardiomyocytes from peroxide injury | hit rate 0.63% among 360,000 | H2O2 injury protection, ATPLite, 2 h | protection from H2O2 cell death, % at 20 µM;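 active = compounds giving at least 50% protection of heart cells from peroxide-induced death in the single-dose screen, raw or plate-pattern-corrected value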;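 note: 0% = DMSO wells with peroxide and 100% = DMSO wells without peroxide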
PDI inh: PDI (human) enzyme inhibition. P07237. PDI insulin aggregation turbidity, A650, 90 min. inhibition, % at 10 µM. hit rate 0.052% among 350,000. AID 588391;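 active = mean inhibition across replicates of 30% or more, whatever share of single replicates reach that level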;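 note: absorbance from insulin aggregation driven by PDI reduction with DTT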
Target sequence (P07237 whole entry, looked up): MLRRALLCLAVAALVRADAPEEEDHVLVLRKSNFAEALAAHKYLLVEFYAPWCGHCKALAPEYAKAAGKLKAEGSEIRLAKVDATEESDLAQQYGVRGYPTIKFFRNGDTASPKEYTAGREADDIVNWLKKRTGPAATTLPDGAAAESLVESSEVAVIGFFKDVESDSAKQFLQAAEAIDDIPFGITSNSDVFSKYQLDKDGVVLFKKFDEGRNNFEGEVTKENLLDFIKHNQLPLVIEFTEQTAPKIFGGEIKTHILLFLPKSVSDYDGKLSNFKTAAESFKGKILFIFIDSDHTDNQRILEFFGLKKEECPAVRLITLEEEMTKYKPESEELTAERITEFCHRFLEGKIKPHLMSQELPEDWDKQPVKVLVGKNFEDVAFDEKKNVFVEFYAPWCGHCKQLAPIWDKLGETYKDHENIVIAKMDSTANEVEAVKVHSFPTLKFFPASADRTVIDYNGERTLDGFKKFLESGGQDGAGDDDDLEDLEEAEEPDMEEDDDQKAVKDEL
An asterisk follows results filed as active; · = not tested or not shown.

Sequence of screens: H9c2 protect	MC4R antagonist	Vif imaging	PDI inh	N-glyco inh	MC4R ag barr	CaV13 ICDI inh	aDG glyco act	ABCB6 inh 2	m5-HT2A agonist
- O=C1CC(c2ccco2)CC(O)=C1C=NCCN1CCN(C2CC(=O)N(c3ccccc3)C2=O)CC1 (stereo not drawn)
 : 5	14	2	-3	-1	-0.3	·	-0.2	101	-3
- C#CCNC(=O)c1cc2sccc2n1C
 : -2	8	-2	9	1	-0.4	2	0.0	101	-1
- Cc1cc(C)nc(SCc2ccc(Br)cc2)n1
 : 3	1	-1	-4	-1	3.5	-5	0.0	101	-7
- CCOC(=O)Cn1cc(Cn2c3ccccc3c(=O)n2C(C)C)nn1
 : 10	·	3	·	1	·	-6	0.0	97	6
- COCCN(C(=O)CSc1ncn[nH]1)c1c(N)n(Cc2ccccc2)c(=O)[nH]c1=O
 : -4	-6	14	-1	1	-3.3	-17	0.0	97	2
- CCCn1c(C)cc(C)c(C#N)c1=O
 : -2	3	-6	22	2	-2.7	-9	-0.2	103	2
- O=C(c1ccco1)n1nc(-c2ccccc2)nc1SCc1ccccc1
 : 2	12	·	2	1	-1.8	-4	0.2	90	-4
- COc1ccc(CC(=O)Nc2ccc(N3CCOCC3)cc2)cc1S(=O)(=O)N1CCOCC1
 : 0	12	2	9	0	0.3	-6	-0.2	98	-1
- COc1cc2ccccc2cc1C(=O)N1CCCCC1
 : -1	-3	-4	-7	1	-1.4	-6	-0.1	93	2
- Cc1cccc(NC(=O)c2ccccc2NC(=O)CCC(=O)O)c1
 : 3	-6	4	5	3	1.1	-19	0.2	98	7
- O=C(COc1ncnc2sccc12)NC1CCCc2ccccc21 (stereo not drawn)
 : 13	-1	-2	2	1	0.8	-2	0.0	93	2
- COc1ccc(/C=N/NC(=S)NC2CCS(=O)(=O)C2)cc1 (stereo not drawn)
 : 3	9	1	-3	2	-1.7	-4	-0.3	97	7
- N#CC(c1ccc(Cl)cc1)c1nc2ccccc2nc1C(F)(F)F (stereo not drawn)
 : -17	1	-4	3	-1	0.3	·	0.5	100	-6
- Cc1csc(N2CCCC2c2nc3cc(C(F)(F)F)ccc3n2CCOCCO)n1 (stereo not drawn)
 : 2	7	-3	1	2	-2.1	-5	-0.1	96	10
- Cc1ccc(C(=O)NCCSC(C)(C)C)cc1[N+](=O)[O-]
 : -9	8	-4	4	1	-0.6	-5	0.2	99	2
- Cc1cc(OCC(=O)N2CCCC2)ccc1Cl
 : -1	3	3	-4	-1	0.7	-4	-0.1	93	6
- O=C(C1CCCO1)N1CCN(C(=S)Nc2ccc(F)cc2)CC1 (stereo not drawn)
 : -2	9	8	-3	-2	-1.6	-16	-0.1	93	0
- Cc1nc(CNS(=O)(=O)c2ccc(Br)cc2)cs1
 : 4	2	·	-2	-2	-0.8	-13	-0.2	102	-5
- O=C1c2ccc(Cl)cc2S(=O)(=O)c2cccc(C(=O)N3CCN(c4ncc(Br)cn4)CC3)c21
 : 1	6	-2	1	-3	-2.6	-10	0.1	93	-2
- Cc1ccc(N(CC(=O)NC2CCCC2)C(=O)c2ccc(C)s2)cc1
 : -9	18	13	3	0	-0.6	4	2.4	100	2
- CN(C)CCC(=O)c1ccc(F)cc1
 : -11	1	2	-2	0	-0.4	-3	0.3	99	-1
- O=C(CCc1nnc(-c2ccc3c(c2)OCO3)o1)N(Cc1ccncc1)CC1CCCO1 (stereo not drawn)
 : 0	12	-12	5	2	-1.6	-4	-0.2	98	4
- COc1ccc(NC(=O)N2CCC(CO)(CC3CCCCO3)CC2)c(OC)c1 (stereo not drawn)
 : -3	6	-9	2	1	-0.5	2	0.3	96	-2
- CCCOc1ccc(-c2nc(C#N)c(N3CCC(C(N)=O)CC3)o2)cc1
 : 4	11	11	-1	0	-3.0	·	0.2	100	2
- O=C(NCc1cccnc1)c1ccc(NC(=O)c2ccco2)cc1
 : 7	3	-7	-19	-2	-0.7	-6	-0.2	89	-4
- CCOC(=O)c1ccccc1NC(=O)COC(=O)C1CC(=O)N(c2ccc3c(c2)OCCO3)C1 (stereo not drawn)
 : -3	7	6	-5	3	-1.8	-6	0.2	99	1
- CC1CCCC(C)N1C(=O)COC(=O)c1cncc(Br)c1 (stereo not drawn)
 : -4	-4	10	10	1	-1.1	-18	0.1	100	3
- COc1cc(C(=O)N2CCCCC2c2cc(C(=O)N3CCOCC3)no2)cc(OC)c1C (stereo not drawn)
 : 12	11	14	-2	9	-0.4	-10	-0.3	103	-2
- CC(C)C(C)NC(=O)CN1C(=O)NC2(CCCc3ccccc32)C1=O (stereo not drawn)
 : -3	7	6	10	0	-1.8	-21	-0.2	96	-1
- O=C(C(c1ccccc1)c1ccccc1)N1CCN(Cc2ccc(Br)cc2)CC1
 : -10	5	-3	17	-8	-2.5	·	0.4	96	-2
- Cc1ccc(OCc2ccc(C(=O)NN)o2)cc1C
 : 1	4	-2	-2	0	3.0	-5	0.0	96	4
- CCc1cc(-c2n[nH]c(=S)n2N)n(C)n1
 : 5	15	16	3	2	0.4	·	0.0	106	8
- O=C(Nc1cccc(NC(=O)c2cccs2)c1)c1ccc(F)cc1
 : -6	14	-6	-3	0	-2.8	-2	0.3	99	-1
- O=C(O)/C=C/c1cn(Cc2ccccc2)nc1-c1ccc(Cl)cc1
 : 0	16	3	1	3	-0.5	5	-0.1	101	4
- CSCCC(NC(=O)c1cccc(S(=O)(=O)N2CCOCC2)c1)C(=O)Nc1cccc(C)c1 (stereo not drawn)
 : -3	20	-3	5	0	0.5	-5	0.0	101	-4
- COc1ccc(NS(=O)(=O)NC(=O)c2c(C)n(C)c3ccccc23)cc1
 : -2	6	1	-11	1	2.1	-5	0.0	90	-4
- O=C(COC(=O)C1=Cc2ccccc2OC1)NC1CCCC1
 : 2	-1	2	0	-2	-2.0	·	0.0	95	3
- Cc1ccc(NC(=O)/C(=C/c2cccc([N+](=O)[O-])c2)NC(=O)C2CCCCC2)cc1
 : 0	5	-2	-8	-1	0.0	-6	0.2	72*	2
- CCNc1ccc(C(=O)N/N=C/c2c(C)nn(-c3ccccc3)c2N2CCCC2)cc1[N+](=O)[O-]
 : 19	6	15	2	-4	0.0	-15	0.1	97	0
- CN(C)c1ccccc1C(=O)N1CCC(n2nccc2NC(=O)C2CC2)CC1
 : 0	-1	-6	-3	1	-0.3	-4	-0.1	92	-2
- CCCSc1nc(N)c2c3c(sc2n1)CN(C)CC3
 : -3	8	2	-1	-3	-0.2	·	-0.2	123	-5
- Cc1ccc(N(C)S(=O)(=O)c2cccc(C(=O)Nc3ccc(C)cn3)c2)cc1
 : -8	2	-6	9	-4	-0.4	-4	-0.2	91	-4
- COc1ccc(Cl)cc1NC(=O)CN(C)C(=O)c1cn2ccccc2n1
 : 6	0	3	-6	12	-2.1	-6	-0.1	98	-3
- NC(=O)CSc1nccn1Cc1ccc(Cl)cc1
 : -3	-4	-2	5	2	-3.0	-3	-0.2	92	-3
- CCOC(=O)COc1ccc(/C=C/[N+](=O)[O-])c(OCC(=O)OCC)c1
 : -13	26	4	-8	-1	-3.2	-4	-0.4	97	-3
- O=[N+]([O-])c1cccc(CN2[C@@H](Cc3ccccc3)COCCS2(=O)=O)c1
 : -9	7	·	-12	-5	-2.0	-6	0.0	101	2
- COc1ccc(CCNC(=S)NC(=O)c2ccccc2)cc1OC
 : 3	-1	11	-1	1	-0.9	-3	0.1	98	0
- CC(NO)/C(=N\O)c1cccs1 (stereo not drawn)
 : 4	10	1	8	0	0.1	-8	-0.2	106	2
- O=C(O)CN1C(=O)/C(=C2\SC(=S)N(C(Cc3ccccc3)C(=O)O)C2=O)c2ccccc21 (stereo not drawn)
 : 2	0	0	0	0	-1.7	-19	0.1	94	-4
- COc1ccc(NC(=O)C2CCN(S(=O)(=O)c3ccc(N4CCCC4=O)cc3)CC2)c(OC)c1
 : -5	14	-6	0	0	0.1	-5	0.3	90	-3
- CN(CC(=O)Nc1sc2c(c1C#N)CCCCC2)Cc1nc2ccccc2c(=O)[nH]1
 : 10	11	4	1	5	-2.2	-4	0.0	98	5
- O=C(O)COc1c(F)c(F)c(C(F)(F)F)c(F)c1F
 : -2	6	-3	-4	1	-0.3	·	-0.1	97	5
- CC(C)c1ccc(O)c(NC(=O)c2cccnc2)c1
 : -2	-4	0	-1	-2	-0.6	-8	-0.2	96	-1
- COc1cccc(OCc2nc3c4cnn(-c5ccccc5)c4ncn3n2)c1
 : -3	-3	·	-14	0	-1.1	-8	0.2	101	-6
- S=c1[nH]nc(-c2ccccn2)n1/N=C/c1ccc(Cl)cc1
 : 7	1	-3	8	-1	-1.0	4	0.1	99	-3
- NC(=O)C1CCN(c2nc(-c3ccccc3)nc3c2oc2ccccc23)CC1
 : 5	7	7	0	1	0.1	-8	-0.4	102	0
- COc1cc(CN2CCC(C(=O)NC(C)(C)C)CC2)ccc1OCc1ccccc1
 : 8	0	9	0	0	-0.3	-17	0.7	98	-5
- COc1cc2[nH]c(=S)n(C3CCCC3)c(=O)c2cc1OC
 : 7	-8	-7	-2	12	-0.3	-3	2.0	96	-1
- C/C(=N\Nc1nc2ccccc2[nH]1)c1ccc(Cl)s1
 : -12	15	-10	1	0	2.6	-2	0.6	95	-3
- COc1cc(/C=N/NC(N)=S)ccc1OCC(=O)Nc1ccc(C)c(C)c1
 : 17	1	1	-4	5	5.8	-5	0.2	115	-2

Additional compounds follow.
Sequence of screens: H9c2 protect	MC4R antagonist	Vif imaging	PDI inh	N-glyco inh	MC4R ag barr	CaV13 ICDI inh	aDG glyco act	ABCB6 inh 2	m5-HT2A agonist
- COc1ccc(C2=NOC3(CC(=O)N(c4ccc5ccccc5c4)C3=O)C2)c(OC)c1 (stereo not drawn)
 : 2	7	-1	-3	1	1.5	-7	-0.2	95	-4
- CCc1cc2ccc(OC)cc2nc1SCC(=O)NNC(C)=O
 : 1	1	3	-4	0	-0.2	-5	0.3	98	1
- CCOC(=O)c1ccc(S(=O)(=O)N(CCO)Cc2cc3cc(OC)c(OC)cc3[nH]c2=O)cc1
 : 16	12	-10	-6	0	-0.7	-5	0.0	99	2
- CCn1c(=O)c2c(nc3n2CCN3c2ccccc2)n(C)c1=O
 : 13	-5	3	-4	4	-0.5	-2	0.0	94	4
- COC(=O)/C=C1\SC(=NC(=O)c2cccc([N+](=O)[O-])c2)NC1=O
 : 1	-4	0	10	3	-3.4	-5	-0.1	101	8
- CCOC(=O)c1nc(NNC(C)=O)sc1C
 : -2	6	0	-4	1	-2.3	-7	-0.1	101	-3
- Oc1ccc(/C=N/NC2=NCCCCC2)c(O)c1
 : -8	-6	7	1	-2	-2.4	·	0.2	102	-3
- CCn1c(C)nc2cc(S(N)(=O)=O)ccc21
 : 5	14	-1	3	2	-0.4	-5	-0.1	95	1
- Cc1cccc(N2C(=O)/C(=C/c3ccccn3)SC2=S)c1
 : 1	11	1	-4	1	6.3	-5	-0.2	101	4

Outcome played no part in choosing rows; any-hit rate near 3.6%.
